# PGK inhibitor – blocks T. brucei phosphoglycerate kinase; PGK/GAPDH coupled, Kinase-Glo luminescence, 60 min; Potency, µM (top dose mostly 57.5 µM), for the others: top-dose activity change, negative = inhibition, actives largely listed as inhibitors; AID 602233; 0.043% of 380,000 active; further: potency means the concentration at half of the fitted maximal effect; on the % scale 0 is the no-effect control and ±100 the full control effect; nearly all actives have a fitted effect of over 60% in size
#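 Recombinant glycosomal PGK reaction used 1,3-bisphosphoglycerate generated in-well by GAPDH (100nM final) in 100mM TEA pH 7.6, 5mM MgCl2, 0.01% Tween-20. After 60 minutes at room temperature, ATP was read by Kinase-Glo Plus luminescence end-point.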
# HP1b binding inh – blocks HP1-beta chromodomain binding to methylated histone tails; P83916; AlphaScreen HP1-beta / biotin-H3K9me3 peptide binding; Potency, µM (highest dose often 114 µM), for the others: at the highest dose activity change, negative = inhibition, hits mostly inhibitors; 0.56% of 390,000 active; AID 540317; further: potency means the concentration at half of the fitted maximal effect; nearly all actives have a fitted effect of over 70% in size; inactives centre near 23
#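 HP1-beta protein (50 nM final) preincubated 30 min at room temperature with biotinylated H3(1-18)K9me3 peptide (50 nM) in PBS pH 7.4, 0.01% Tween-20, then compound added for 30 min. AlphaScreen streptavidin donor/nickel chelate acceptor beads (10 ug/mL final), 30 min dark, luminescence read.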
# PI4K2A inh – inhibitors of human PI4K2A. Q9BTU6. activity change, negative = inhibition, % at 76.9 µM. purified PI4K2A, ADP-Glo luminescence, 1 h; hits give low values. 0.13% of 420,000 active; in the data active means activity change below about -50%; inconclusive means mostly about -30% to -49%;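 further: -100% = wells without enzyme as full effect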
#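 ADP-Glo luminescence measured ADP generated by PI4K2A enzyme (4 ug/mL before mixing) with 1.2 mM PI substrate (pre-mix) and 300 microM ATP (pre-mix). Tris pH7.5 buffer with MgCl2, Triton X-100; 1 h reaction at ambient temperature.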
# BAZ2B inh – blocks human BAZ2B; AlphaScreen BAZ2B-H3K14Ac peptide displacement; Potency, µM (top dose mostly 114 µM), for inactives: at the highest dose activity change, negative = inhibition, hits mostly inhibitors; 4.4% of 360,000 active; AID 504333; further: potency means the concentration at half of the fitted maximal effect; on the % scale 0 is the no-effect control and ±100 the full control effect; nearly all actives have a fitted effect of over 60% in size
#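 AlphaScreen displacement of biotin-H3(5-23)K14Ac peptide (50 nM final) from BAZ2B (50 nM final) in PBS pH 7.4, 0.01% Tween-20; complex preformed 30 min RT, then compounds (top 110 uM) 30 min RT, beads 20 min dark.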
# ERG-DNA inh – ERG Ets/DNA interaction inhibition; 0.028% of 370,000 active; fluorescence polarization, His-ERG Ets domain / labelled DNA; Potency, µM (doses to about 76.9 µM), without a hit: at the highest dose FP activity, negative = inhibition, actives largely listed as inhibitors; AID 624246; active means well fitted inhibition curve with a large enough effect in the polarisation, with a control signal flat; inconclusive means small, poorly fitted or top-dose-only effect, or effect the other way, or a change in a side signal; inactive means no such curve, though single readings can be large or run the other way; the % refers to the polarisation;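 further: polarization taken with two DNA probes labelled with fluorescein and Texas red; potency means the concentration at half of the fitted maximal effect; % of control where 0% means no effect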
#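 His-tagged ERG Ets domain (1 uM in the protein solution; 300mM KCl, 50mM Tris-HCl, 1mM EDTA, 1mM DTT, pH 7.5) received compound, then a probe mix of 5 nM fluorescein-DNA and 100nM Texas-615-DNA. Fluorescence polarization was read for both dyes.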
# GLS inhibitor – inhibitors of human glutaminase (GLS). Potency, µM (series often up to 45.5 µM), without a hit: at the top dose activity change, negative = inhibition, actives largely listed as inhibitors. O94925. 0.21% of 410,000 active. GLS enzymatic activity, qHTS titration; further: potency means the concentration at half of the fitted maximal effect; on the % scale 0 is the no-effect control and ±100 the full control effect
# Target sequence (O94925 whole entry, looked up): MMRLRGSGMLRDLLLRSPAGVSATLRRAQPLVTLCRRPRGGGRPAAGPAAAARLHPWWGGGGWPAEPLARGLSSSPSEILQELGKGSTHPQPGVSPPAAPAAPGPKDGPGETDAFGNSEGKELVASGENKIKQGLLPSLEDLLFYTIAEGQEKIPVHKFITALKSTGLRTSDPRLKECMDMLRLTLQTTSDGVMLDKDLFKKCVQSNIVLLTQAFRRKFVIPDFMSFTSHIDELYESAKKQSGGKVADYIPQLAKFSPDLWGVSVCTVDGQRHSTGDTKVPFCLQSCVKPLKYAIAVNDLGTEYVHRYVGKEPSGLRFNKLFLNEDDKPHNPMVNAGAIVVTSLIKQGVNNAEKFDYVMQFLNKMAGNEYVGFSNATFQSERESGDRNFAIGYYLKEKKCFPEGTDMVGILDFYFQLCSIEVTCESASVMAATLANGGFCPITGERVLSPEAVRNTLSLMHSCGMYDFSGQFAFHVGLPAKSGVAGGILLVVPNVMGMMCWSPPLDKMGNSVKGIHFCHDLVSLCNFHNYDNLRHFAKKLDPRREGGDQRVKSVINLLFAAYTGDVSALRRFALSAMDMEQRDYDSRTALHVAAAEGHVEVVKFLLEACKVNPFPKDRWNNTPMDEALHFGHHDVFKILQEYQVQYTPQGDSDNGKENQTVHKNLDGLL
#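 Human kidney-isoform GLS in 45 mM KH2PO4 pH 8.2, 0.02% Tween-20, with compound, started with 1mM L-Glutamine (added stock). Glutamate oxidase/HRP/Amplex red coupled fluorescence read at start and after 30 min at RT.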
# JMJD2A Tudor inh – inhibitors of human JMJD2A Tudor domain | O75164 | AlphaScreen JMJD2A-Tudor / H3K4me3 peptide binding | 4.4% of 390,000 active | Potency, µM (top dose mostly 114 µM), for the others: at the top dose activity change, negative = inhibition, hits mostly inhibitors; further: potency means the concentration at half of the fitted maximal effect; on the % scale 0 is the no-effect control and ±100 the full control effect; nearly all actives have a fitted effect of over 50% in size
# Pin1 inh – blocks the human prolyl isomerase Pin1; Q13526; Pin1 FP peptide displacement, HiFluor488, 10 min; Potency, µM (titrated, usually from 115 µM), inactives show at the highest dose activity, negative = inhibition, usual class: inhibitors; 0.009% of 390,000 active; AID 504891; active means well fitted inhibition curve with a large enough effect in the polarisation, with a control signal flat, not every such curve was filed as active; inconclusive means small, poorly fitted or top-dose-only effect, or effect the other way, or a change in a side signal; inactive means no such curve, though single readings can be large or run the other way; the % refers to the polarisation; further: potency means the concentration at half of the fitted maximal effect; on the % scale 0 is the no-effect control and ±100 the full control effect
# G9a inh – G9a (human) methyltransferase inhibition; Q96KQ7; G9a H3K9 monomethylation, AlphaScreen, 2 h; Potency, µM (highest dose often 102 µM), inactives show at the highest dose activity, negative = inhibition, hits mostly inhibitors; 8.8% of 350,000 active; further: potency means the concentration at half of the fitted maximal effect; on the % scale 0 is the no-effect control and ±100 the full control effect; nearly all actives have a fitted effect of over 75% in size
# Target sequence (Q96KQ7 913-1193 limits assumed): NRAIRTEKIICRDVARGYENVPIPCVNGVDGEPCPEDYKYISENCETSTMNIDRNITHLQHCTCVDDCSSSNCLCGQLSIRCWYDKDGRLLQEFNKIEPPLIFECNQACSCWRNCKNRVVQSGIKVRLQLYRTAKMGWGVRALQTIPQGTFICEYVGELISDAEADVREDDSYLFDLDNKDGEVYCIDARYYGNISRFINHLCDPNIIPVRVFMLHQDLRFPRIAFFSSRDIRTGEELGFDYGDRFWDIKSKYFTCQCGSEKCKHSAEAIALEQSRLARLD
#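 G9a (20 nM) preincubated 15 min RT with compounds, then 500 nM biotinylated H3K9 peptide and 20 uM SAM added; 2 h RT reaction. Monomethyl-H3K9 product detected by AlphaScreen with anti-H3K9me1 antibody, streptavidin donor and anti-rabbit IgG acceptor beads.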
# The depositor's hits bear a star; i = inactive; ? = inconclusive; / = no result given; [ ] = dose if it differs, or a comment. Unless noted, the call rests on the fitted dose curve; in most records, active means well fitted curve in the direction sought with a large enough effect; inconclusive means small, poorly fitted or top-dose-only effect, or another doubt; inactive means no such curve, though single readings can be large; an effect the other way counts as inactive or inconclusive. Only part of the results is shown, so the mix of outcomes need not match the whole.
SMILES,PGK inhibitor,HP1b binding inh,PI4K2A inh,BAZ2B inh,ERG-DNA inh,GLS inhibitor,JMJD2A Tudor inh,Pin1 inh,G9a inh
CN(CC(=O)Nc1ccccc1-c1ccccc1)C1CCCCC1,-7%,92%[activator],-2,33%,-9%,4%,24%,-12%,21%[59 µM]
CCOP(=O)(Nc1ccc2c(c1)C(=NNC(N)=S)c1ccccc1-2)OCC,-3%,?,-2,/,/,-1%,?,2%,/
C=CCn1c(O)c(C(C)=NCCO)c(=O)[nH]c1=O,0%,-2%,-6,-1%,-6%,-11%,-15%,-13%,25%[2.33 µM]
C[n+]1c(-c2ccccc2)cc(-c2ccc(Cl)cc2)cc1-c1ccccc1,i,-8%,-1,-5%,-4%,-1%,-9%,-10%,?
COCCNC(=O)CN1C(=O)CN=C(c2ccccc2)c2ccccc21,5%,13%,0,0%,1%,?,4%,-4%,22%
CC1CN=C(Nc2cccc3ccccc23)S1 (stereo not drawn),0%,10%,-5,-3%,-5%,26%,-6%,6%,10%
C=CCC1(CN2CCCC2=O)C(=O)NC(=O)NC1=O,-6%,13%,5,-7%,-7%,-10%,-11%,7%,/
O=C1NC(=O)C(=Cc2ccc(Oc3ccc([N+](=O)[O-])cc3)cc2)C(=O)N1,-3%,-6%,-10,-35%,-2%,57%[activator],56µM*,-4%,35µM*
CCCSc1ncc(Cl)c(C(=O)N(Cc2ccccc2)c2ccc(OC)cc2)n1,/,32%[activator],4,1%,-4%,-6%,14%,1%,27%[59 µM]
CN1CCN(c2ccc(Cl)cc2N)CC1,i,45%[activator],4,7%,-4%,26%,-5%,1%,11%[0.501 µM]
CN(C(=O)c1ccc(Cl)nc1)C1(c2ccccc2Cl)CCCCC1=O (stereo not drawn),2%,17%,4,-1%,-6%,0%,3%,1%,4%
C=C1[C@H]2C[C@H]3[C@H]4N5C[C@]6(C)CCC[C@]47[C@H]([C@H]2O)[C@]3(C[C@]5(O)[C@H]67)[C@@H]1O,8%,17%,0,/,-2%,4%,-14%,?,/
Cc1ccc(N)cc1Cl,-6%,35%,-2,/,-2%,7%,-13%,-8%,/
CC/C(=N\NC(=O)c1ccccc1O)c1c(O)n(C2CCCCC2)c(=O)[nH]c1=O,i,8%,-3,-2%,-7%,0%,-33%,-1%,?
CC(NCc1ccc(Cl)cc1)C(O)c1ccccc1 (stereo not drawn),/,9%,2,-10%,/,12%,-6%,-5%,-1%[59 µM]
CCC1CO/C(=C(\C(Cl)=C(Cl)Cl)[N+](=O)[O-])N1Cc1ccc(Cl)nc1 (stereo not drawn),-8%,20%,4,79µM*,13%,-2%,-28%,-2%,?
C(=N\NC1=NCCCCC1)/c1c[nH]c2ccccc12,-5%,-2%,0,-1%,-9%,0%,-14%,0%,?
CC12C=CC(=O)C=C1CCC1C2C(=O)CC2(C)C(=O)CCC12 (stereo not drawn),i,11%,1,/,0%,-1%,-8%,5%,/
CCC(C)n1c(O)c(/C=N/NC(=O)c2ccncc2)c(=O)[nH]c1=S (stereo not drawn),-7%,48%[activator],0,56µM*,/,19%,?,-2%,22%[59 µM]
CCCN(C(=O)c1cc2c(=O)oc3ccccc3c2s1)c1cccc(Cl)c1,5%,11%,-1,3%,6%,8%,?,-9%,-2%[59 µM]
Cc1cccc(C2CC(=O)Oc3c2c(=O)oc2ccccc32)c1 (stereo not drawn),/,10%,-3,?,3%,10%,-14%,-25%,-30%[59 µM]
C=CCc1cc(C=C2C(=O)NC(=O)NC2=O)cc(OC)c1OCc1ccc(C(=O)O)cc1,-6%,44%[activator],?,-7%,15%,-1%,-27%,-11%,32µM*
COC(=O)C1=C(c2ccc(Cl)c(C(F)(F)F)c2)C[C@@H]2CC[C@H]1N2C(=O)N1CCCC1,2%,45%[activator],-2,6%,-16%,-4%,-4%,?,-10%[2.33 µM]
O=C(CN1CCOCC1)c1ccc(Br)cc1,-10%,22%,12,-16%,0%,-20%,79µM*,2%,?
CCc1c(C)nc(N)nc1N1N=C1SCCOc1ccccc1,-1%,39%[activator],0,3%,-6%,6%,-4%,0%,-11%[59 µM]
O=C1NC(=O)C2(Cc3ccccc3N3CCCC32)C(=O)N1Cc1ccccc1 (stereo not drawn),-6%,33%,-15,1%,-4%,-9%,-29%,-1%,35µM*
COc1ccc(N=Cc2c(O)n(-c3ccc(C)cc3)c(=O)[nH]c2=O)cc1,i,57%[activator],5,5%,-2%,-6%,-7%,?,9%
Cc1cc(S(N)(=O)=O)ccc1N=Cc1c(O)n(-c2ccccc2)c(=O)[nH]c1=O,/,64%[activator],-8,-19%,-6%,-2%,1%,10%,?
CC(C)C[C@H]1CN([C@@H](CC(C)C)CN2CCCC2CN2C(=S)NC[C@@H]2Cc2ccc(O)cc2)C(=S)N1CC1CCCCCC1 (stereo partly drawn),-12%,36%,3,/,2%,3%,?,3%,/
CNS(=O)(=O)c1ccc(N=Cc2c(O)n(-c3cccc(C)c3)c(=O)[nH]c2=O)cc1,-5%,-12%,-5,-3%,-10%,0%,-20%,6%,?
CCCNC(=O)N1[C@H]2CC[C@@H]1C(C(=O)OC)=C(c1cc3ccccc3o1)C2,i,45%[activator],1,/,11%,1%,-2%,2%,/
COc1ccc(CCN(C)Cc2c(F)cccc2F)cc1OC,-9%,16%,3,-4%,-2%,-9%,-26%,3%,-6%[59 µM]
Cc1ccc(S(=O)(=O)Cc2ccc(C(=O)N3CCC4(CC3)OCCO4)o2)cc1,-11%,5%,-1,-6%,-1%,?,?,?,?
COCC(=O)N1Cc2ccccc2-n2nncc2C1,4%,31%,-6,/,5%,-2%,-6%,2%,/
Cc1ccc(NC(=O)Cn2c(=O)cc(-c3ccccc3)c3c(C)nn(C)c32)c(Cl)c1,-2%,50%[activator],1,0%,-5%,2%,-19%,-7%,7%[59 µM]
CC(=O)c1c(O)n(C)c(=S)n(-c2ccccc2)c1=O,-3%,31%[activator],-10,1%,-6%,22%,-7%,?,24%[59 µM]
COc1cccc(N(C(C)=O)C2=NCCCS2)c1,i,38%,-3,4%,4%,-6%,-3%,2%,/
O=C(c1ccc(F)cc1Cl)N1CCC2(CC1)OCCO2,-5%,62%[activator],5,2%,-25%,-11%,4%,-7%,/
CCOC(=O)N(CC)c1ccc(C(O)(C(=O)OCC)C(F)(F)F)cc1 (stereo not drawn),-10%,15%,6,/,-1%,-1%,2%[11.4 µM],0%,-1%[59 µM]
CCOC(=O)C1(c2ccccc2)CCN(Cc2cccc(C(=O)O)c2)CC1,5%,22%,-6,0%,-2%,10%,-16%,-2%,-95%
Cc1ccc(CSCCNS(=O)(=O)c2ccc([N+](=O)[O-])cc2)cc1,7%,-7%,-2,?,0%,-5%,?,?,?
Cn1cccc1CNCCc1ccc(F)cc1,-2%,12%,1,-34%,1%,-3%,-25%,5%,-24%[59 µM]
CCCC1(CC(C)C)C(=O)NC(=S)NC1=O,3%,16%,2,/,-9%,17%,-13%,-2%,/
CSc1ncc(/C=C2/C(=O)NC(=O)N(c3ccc(C(C)C)cc3)C2=O)cn1,-4%,-15%,-8,-12%,-9%,-13%,?,19%,7.9µM*
Cc1cc(S(=O)(=O)NCC(C)C)ccc1OCC(=O)N1CCN(Cc2ccccc2)CC1,-7%,-1%,7,-5%,3%,-9%,-16%,1%,-40%[12.7 µM]
N#C/C=C/C#N,-1%,65%[activator],4,-3%,1%,-2%,-11%,-10%,3%[0.501 µM]
NP(=O)(OCCCc1ccccc1)Oc1ccccc1 (stereo not drawn),-5%,30%,0,-5%[57.1 µM],-1%,-4%,-15%,-12%,/
COc1ccc(NC2Oc3cc4c(cc3C(c3cc(OC)c(OC)c(OC)c3)C2C)OCO4)cc1 (stereo not drawn),0%,?,-3,/,4%,7%,56µM*,0%,/
O=c1[nH]c(=O)n(CCc2ccccc2)c(O)c1C=NCCCn1ccnc1,-1%,20%,-1,-27%,2%,6%,-25%,8%,-34%[12.7 µM]
C(=NC12CN3CN(CN(C3)C1)C2)c1cccnc1,4%,22%,3,-5%,-4%,10%,-12%,-1%,20%[59 µM]

# (continued)
SMILES,PGK inhibitor,HP1b binding inh,PI4K2A inh,BAZ2B inh,ERG-DNA inh,GLS inhibitor,JMJD2A Tudor inh,Pin1 inh,G9a inh
CS(=O)(=O)N1CCN(C(=N)N[N+](=O)[O-])CC1,0%,?,4,27%,-1%,0%,?,-3%,21%
CCN1CCN(c2nc([N+](=O)[O-])nn2C)CC1,3%,9%,-3,-3%,-2%,-3%,-3%,-1%,/
O=C1CC(=O)N(c2cccc(Cl)c2)C(=O)N1,/,22%,4,?,/,8%,-21%,22%,-29%[12.7 µM]
CC(N)Cc1c[nH]c2ccc(Cl)cc12 (stereo not drawn),-1%,28%,1,/,13%,6%,-10%,-2%,/
COc1cc(/C=N/NC(=O)CN2CC(c3ccccc3)CC2=O)ccc1OC(=O)N(C)C (stereo not drawn),-10%,15%,-6,1%,9%,3%,-18%,?,-5%
O=C(COc1ccc(Cl)cc1)N(c1ccc(Cl)cc1)C1CN2CCC1CC2 (stereo not drawn),5%,31%,-1,-6%,10%,-7%,-10%,-5%,-20%[59 µM]

# Screening results from PubChem.
